BAZ2B inh: BAZ2B (human) inhibition. AlphaScreen BAZ2B-H3K14Ac peptide displacement. Q9UIF8. hit rate 4.4% among 360,000. Potency, µM (doses to about 114 µM), inactives show at the top dose activity change, negative = inhibition, most hits filed as inhibitors; note: potency is the fitted concentration of half-maximal effect; % is set by controls: 0 for no effect and ±100 for the full control effect; nearly all actives have a fitted effect of over 60% in size
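Compounds, titrated to a top concentration of 110 uM, were incubated 30 min at room temperature with preformed BAZ2B/acetyl-K14 H3 peptide complex (50 nM each). Proximity signal was measured by AlphaScreen after 20 min with beads.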
Tb PGK inh: blocks T. brucei phosphoglycerate kinase; PGK/GAPDH coupled, Kinase-Glo luminescence, 60 min; Potency, µM (series often up to 57.5 µM), for inactives: top-dose activity change, negative = inhibition, actives largely listed as inhibitors; hit rate 0.043% among 380,000; AID 602233; note: potency is the fitted concentration of half-maximal effect; % is set by controls: 0 for no effect and ±100 for the full control effect; nearly all actives have a fitted effect of over 60% in size
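Recombinant glycosomal PGK reaction used 1,3-bisphosphoglycerate generated in-well by GAPDH (100nM final) in 100mM TEA pH 7.6, 5mM MgCl2, 0.01% Tween-20. After 60 minutes at room temperature, ATP was read by Kinase-Glo Plus luminescence end-point.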
ERG-DNA inh: blocks human ERG Ets domain binding to DNA; P11308; AID 624246; fluorescence polarization, His-ERG Ets domain / labelled DNA; hit rate 0.028% among 370,000; Potency, µM (series often up to 76.9 µM), for inactives: at the highest dose FP activity, negative = inhibition, most hits filed as inhibitors; active = well fitted inhibition curve with a large enough effect in the polarisation, with a control signal flat; inconclusive = small, poorly fitted or top-dose-only effect, or effect the other way, or a change in a side signal; inactive = no such curve, though single readings can be large or run the other way; the % refers to the polarisation;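 note: polarization taken with two DNA probes labelled with fluorescein and Texas red; potency is the fitted concentration of half-maximal effect; % of control where 0% means no effect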
Target sequence (P11308 whole entry, looked up, the tested form may be a part): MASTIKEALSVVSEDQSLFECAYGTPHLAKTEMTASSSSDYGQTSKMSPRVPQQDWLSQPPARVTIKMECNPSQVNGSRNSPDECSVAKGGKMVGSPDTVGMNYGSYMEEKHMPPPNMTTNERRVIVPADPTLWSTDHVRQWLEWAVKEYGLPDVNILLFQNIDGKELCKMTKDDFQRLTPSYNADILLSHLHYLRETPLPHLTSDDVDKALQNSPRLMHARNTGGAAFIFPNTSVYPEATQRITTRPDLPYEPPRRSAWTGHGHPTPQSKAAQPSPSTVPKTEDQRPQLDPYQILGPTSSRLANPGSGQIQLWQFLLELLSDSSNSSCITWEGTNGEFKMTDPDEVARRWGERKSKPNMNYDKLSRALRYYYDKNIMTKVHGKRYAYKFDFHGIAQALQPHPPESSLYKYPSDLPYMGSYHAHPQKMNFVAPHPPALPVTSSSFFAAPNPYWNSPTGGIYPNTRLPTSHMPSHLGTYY
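His-tagged ERG Ets domain (1 uM in the protein solution; 300mM KCl, 50mM Tris-HCl, 1mM EDTA, 1mM DTT, pH 7.5) received compound, then a probe mix of 5 nM fluorescein-DNA and 100nM Texas-615-DNA. Fluorescence polarization was read for both dyes.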
Pin1 inh: human Pin1 inhibition; Q13526; Pin1 FP peptide displacement, HiFluor488, 10 min; Potency, µM (top dose mostly 115 µM), for the others: at the highest dose activity, negative = inhibition, actives largely listed as inhibitors; hit rate 0.009% among 390,000; AID 504891; active = well fitted inhibition curve with a large enough effect in the polarisation, with a control signal flat, not every such curve was filed as active; inconclusive = small, poorly fitted or top-dose-only effect, or effect the other way, or a change in a side signal; inactive = no such curve, though single readings can be large or run the other way; the % refers to the polarisation; note: potency is the fitted concentration of half-maximal effect; % is set by controls: 0 for no effect and ±100 for the full control effect
HP1b chromo inh: inhibitors of HP1-beta chromodomain binding to methylated histone tails | P83916 | Potency, µM (series often up to 114 µM), for inactives: at the highest dose activity change, negative = inhibition, actives largely listed as inhibitors | hit rate 0.56% among 390,000 | AlphaScreen HP1-beta / biotin-H3K9me3 peptide binding; note: potency is the fitted concentration of half-maximal effect; nearly all actives have a fitted effect of over 70% in size; inactives centre near 23
Target sequence (P83916 whole entry, looked up): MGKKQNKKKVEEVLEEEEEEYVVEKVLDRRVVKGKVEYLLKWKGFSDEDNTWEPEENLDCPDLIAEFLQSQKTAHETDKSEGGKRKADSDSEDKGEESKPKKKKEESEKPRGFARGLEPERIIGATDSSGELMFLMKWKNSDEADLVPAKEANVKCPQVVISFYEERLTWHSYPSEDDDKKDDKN
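HP1-beta protein (50 nM final) preincubated 30 min at room temperature with biotinylated H3(1-18)K9me3 peptide (50 nM) in PBS pH 7.4, 0.01% Tween-20, then compound added for 30 min. AlphaScreen streptavidin donor/nickel chelate acceptor beads (10 ug/mL final), 30 min dark, luminescence read.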
GLS inh: blocks human kidney-isoform glutaminase activity. AID 624170. Potency, µM (top dose mostly 45.5 µM), without a hit: top-dose activity change, negative = inhibition, actives largely listed as inhibitors. O94925. hit rate 0.21% among 410,000. GLS enzymatic activity, qHTS titration; note: potency is the fitted concentration of half-maximal effect; % is set by controls: 0 for no effect and ±100 for the full control effect
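hKGA in 45 mM KH2PO4 pH 8.2, 0.02% Tween-20 with pin-transferred compounds; 1 mM L-glutamine (stock) plus glutamate oxidase/HRP/Amplex Red coupling added. Fluorescence read initially and after 30 min at RT.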
JMJD2A Tudor: JMJD2A Tudor domain (human) inhibition | O75164 | AlphaScreen JMJD2A-Tudor / H3K4me3 peptide binding | Potency, µM (doses to about 114 µM), inactives show at the highest dose activity change, negative = inhibition, most hits filed as inhibitors | hit rate 4.4% among 390,000; note: potency is the fitted concentration of half-maximal effect; % is set by controls: 0 for no effect and ±100 for the full control effect; nearly all actives have a fitted effect of over 50% in size
PI4K2A block: PI4K2A (human) kinase inhibition; purified PI4K2A, ADP-Glo luminescence, 1 h; hits give low values; activity change, negative = inhibition, % at 76.9 µM; hit rate 0.13% among 420,000; AID 1346378; in the data active = activity change below about -50%; inconclusive = mostly about -30% to -49%;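 note: -100% = wells without enzyme as full effect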
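In this quantitative HTS, ADP production by PI4K2A was quantified luminescently after 1 h at ambient temperature; 100 microM adenosine served as plate-quality control.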
G9a block: inhibitors of human histone lysine methyltransferase G9a | G9a H3K9 monomethylation, AlphaScreen, 2 h | Potency, µM (doses to about 102 µM), inactives show top-dose activity, negative = inhibition, usual class: inhibitors | hit rate 8.8% among 350,000 | AID 504332; note: potency is the fitted concentration of half-maximal effect; % is set by controls: 0 for no effect and ±100 for the full control effect; nearly all actives have a fitted effect of over 75% in size
Target sequence (Q96KQ7 913-1193 limits assumed): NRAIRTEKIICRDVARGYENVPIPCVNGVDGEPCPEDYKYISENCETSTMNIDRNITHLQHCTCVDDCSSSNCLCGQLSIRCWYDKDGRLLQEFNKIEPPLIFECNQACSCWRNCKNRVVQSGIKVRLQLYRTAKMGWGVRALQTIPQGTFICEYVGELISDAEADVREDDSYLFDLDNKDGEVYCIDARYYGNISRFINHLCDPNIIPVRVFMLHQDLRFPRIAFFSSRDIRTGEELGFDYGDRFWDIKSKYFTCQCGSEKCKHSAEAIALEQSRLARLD
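Quantitative HTS format: methyltransferase activity on a biotin-tagged H3K9 peptide is measured by AlphaScreen, using a rabbit anti-monomethyl-H3K9 antibody with streptavidin donor and anti-IgG acceptor beads. Final levels are 20 nM enzyme, 500 nM peptide, 20 uM SAM; 2 h RT.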
Numbers without * were called inactive; i = inactive; u = inconclusive; x = not tested or not shown; [ ] = remark or other dose. Unless noted, calls come from the whole dose curve; as a rule, active = well fitted curve in the direction sought with a large enough effect; inconclusive = small, poorly fitted or top-dose-only effect, or another doubt; inactive = no such curve, though single readings can be large; an effect the other way counts as inactive or inconclusive. Compounds as they come; 11% or so of the library scored in one or more.

SMILES	BAZ2B inh	Tb PGK inh	ERG-DNA inh	Pin1 inh	HP1b chromo inh	GLS inh	JMJD2A Tudor	PI4K2A block	G9a block
CCCN(Cc1nnc(-c2ccccc2Cl)o1)C(=O)c1ccc(C)c(S(=O)(=O)N2CCOCC2)c1	9.4%	-1.0%	-8.7%	-11.6%	25.9%	-1.9%	-17.6%	0.3	21.3%[2.33 µM]
COc1ccccc1NC(=O)N(Cc1ccc2c(c1)OCO2)Cc1nc2ccccc2c(=O)[nH]1	-6.5%	-6.1%	9.2%	-6.4%	37.6%[activator]	-4.0%	12.0%	6.6	-29.0%[12.7 µM]
CC(=O)n1cc([C@@H]2C=C(C(=O)N3CCOCC3)O[C@H](OCc3ccc(CO)cc3)C2)c2ccccc21	-3.8%	-0.3%	-0.2%	4.5%	12.2%	4.9%	-18.3%	2.0	2.5%[59 µM]
CC(C)CNC(=O)N1CCN(S(=O)(=O)c2ccc3c(ccn3C)c2)CC1	4.0%	1.0%	-2.3%	6.9%	25.7%[57 µM]	1.0%	0.6%	1.5	u
CC(=O)c1c(C)[nH]c(C(=O)N2CCN(C(=O)c3ccco3)CC2)c1C	7.9%	-5.3%	-6.3%	-3.3%	42.0%[activator]	-2.3%	-26.4%	-15.6	u
O=C(COC(=O)CCN1C(=O)C2CC=CCC2C1=O)Nc1ccc(Cl)cc1F (stereo unspecified)	-3.2%	-0.4%	-4.2%	-4.3%	33.2%[activator]	-0.3%	5.4%	-2.4	-5.2%[59 µM]
Cc1ccccc1OCC(=O)Nc1ccc2nc(SCC(N)=O)sc2c1	-11.7%	-9.4%	-3.1%	27.7%	7.6%	-11.2%	-17.2%	1.4	-26.5%[59 µM]
COc1ccc(-c2cn(CCCOCc3ccccc3)nn2)cc1	-1.0%[57.1 µM]	-11.0%	2.8%	-2.8%	27.5%	2.0%	-8.5%	3.9	u
CCCCCCNC(=O)c1cccc(-c2ccc(C)c3ccccc23)n1	25.4%	-3.7%	2.7%	4.3%	150.2%[activator]	-0.3%	95.7%[activator]	2.7	47.4%[activator]
CCCC(C)NC(=O)c1cc(C(=O)OC)cc([N+](=O)[O-])c1 (stereo unspecified)	4.5%	i	x	-4.8%	17.5%	4.2%	-1.4%	-0.6	-6.2%
O=c1c2sccc2nc(SCc2ccc([N+](=O)[O-])cc2)n1Cc1ccccn1	-30.1%	i	-6.5%	2.7%	-8.9%	2.5%	-28.4%	6.5	-10.8%[59 µM]
COc1ccc(CC(=O)Nc2cccc(-c3nnc(-c4cccc(C)c4)o3)c2)cc1OC	-3.4%	-4.1%	3.8%	-0.1%	25.5%	-6.1%	-2.6%	7.7	-29.1%[12.7 µM]
COc1ccc(-c2nc(CS(=O)CC(=O)NCCCN3CCOCC3)c(C)o2)cc1OC (stereo unspecified)	5.1%	-1.0%	7.1%	-3.4%	4.5%[57 µM]	-0.6%	-3.0%	-5.7	-18.0%
O=c1cc(O)nc(SCc2ccccc2)n1-c1ccc(F)cc1	-0.3%	-8.6%	-5.2%	9.0%	9.2%	1.7%	-18.4%	4.1	21.2%[59 µM]
Cc1nnc(NC(=O)c2sc3nc(-c4cccs4)cc(C(F)(F)F)c3c2N)s1	-32.7%	-18.2%	x	u	48.2%	-1.6%	-18.6%	0.8	-0.3%
Cc1cc(NC(=O)c2ccc3c(c2)OCCO3)ccc1NC(=O)c1ccco1	-6.8%	-10.8%	-2.9%	5.3%	37.5%	0.0%	-4.2%	1.0	x
CC12CCC(C(=NO)C1=O)C2(C)C (stereo unspecified)	x	5.9%	-5.8%	-0.2%	37.8%	-5.7%	-1.4%	-1.8	x
O=C1CC(/C=C/c2ccccc2)=Nc2ccccc2N1	-18.8%	-5.9%	7.4%	9.2%	24.7%	-6.1%	-20.9%	-20.2	-0.2%
CCN(CC)S(=O)(=O)c1ccc2nc(NC(=O)c3ccco3)sc2c1	2.5%	-1.6%	-3.6%	3.5%	28.6%	-4.6%	-9.7%	-1.0	-25.9%
Cc1ccc(C(=O)OCC(=O)N(C)c2c(N)n(Cc3ccccc3)c(=O)[nH]c2=O)s1	12.2%	-12.4%	-5.9%	-5.2%	5.0%	6.6%	-19.7%	1.7	u
COc1ccc(S(=O)(=O)N2CCCCCC2)cc1C(=O)N(C)Cc1c(F)cccc1Cl	-7.2%	i	7.1%	0.8%	21.2%	9.9%	-22.1%	-6.5	11.2%[12.7 µM]
CCCCN(C)CCNC(=S)Nc1ccc2nc(N3CCN(CC)CC3)cc(C)c2c1	-3.9%	i	8.0%	2.6%	-15.4%	-21.6%	-17.8%	7.0	44.7µM*
Cc1ccc(S(=O)(=O)c2c[nH]c3ccc(Cl)cc3c2=O)cc1	-14.2%	-0.5%	-6.9%	17.1%	34.5%[57 µM]	-5.3%	5.2%	3.2	u
COC(=O)c1ccc(CNCC(O)COc2ccc(-c3ccccc3)cc2)cc1 (stereo unspecified)	-13.3%	1.2%	8.7%	2.3%	12.9%	2.5%	-14.7%	-4.4	7.8%
O=C(Nc1nc2ccccc2s1)c1c(F)cccc1Cl	7.2%	-5.5%	-3.9%	u	48.4%[activator]	-8.9%	-4.8%	0.1	11.4%
COc1ccc(C2(c3ccc(OC)cc3)NC(=O)N(Cn3nnc4ccccc4c3=O)C2=O)cc1	-18.6%	-1.9%	-2.5%	15.6%	-3.0%	0.0%	-12.4%	0.3	8.1%[59 µM]
Oc1ccc(C[C@H]2CNCCN2CCc2cccc(F)c2)cc1	0.4%	-5.0%	-12.5%	0.8%	16.3%	8.8%	-28.0%	4.5	11.8%[2.33 µM]
Clc1ccccc1CSc1nncn1NC/C=C/c1ccccc1	-0.6%	i	-2.1%	-2.2%	14.8%	7.7%	-27.1%	3.0	u
Cc1ccc(C(=O)Nc2ccccc2C(=O)OCc2cc(=O)n3nc(C4CC4)sc3n2)cc1	-1.1%	-4.0%	-3.5%	-1.5%	42.8%[activator]	-2.2%	6.3%	3.6	2.2%[12.7 µM]
CCOc1ccccc1N(CC(=O)NCc1ccncc1)S(=O)(=O)c1ccccc1	-6.6%	-3.5%	-5.5%	-1.2%	-8.2%	3.3%	-11.7%	-0.2	5.8%
COc1cccc(/C=C2/CN(C)CC3=C2OC(N)=C(C#N)C3c2cccc(OC)c2)c1 (stereo unspecified)	u	-7.7%	3.6%	u	u	16.9%	u	12.6	u
Cc1cccc(-c2nnc(SCC3CNC(=O)O3)n2-c2ccc(Cl)cc2)c1 (stereo unspecified)	-5.6%	-9.9%	13.8%	-0.9%	26.6%	-8.5%	-24.7%	-2.0	u
Cc1ccc2c(c1)C(c1ccc(F)cc1)N(C(=O)c1ccc(S(=O)(=O)N(C)C)cc1)CC(=O)N2 (stereo unspecified)	-11.7%	-4.7%	17.3%	1.4%	21.0%	12.9%	-22.1%	5.8	19.7%
CCCc1cc(=O)oc2c3c(cc(OCC(=O)NCCN4CCOCC4)c12)OC(C)(C)CC3	-27.2%	1.9%	-2.8%	4.1%	0.3%	7.4%	-17.7%	0.0	-5.2%[12.7 µM]
COc1ccc(CCNC(=O)c2ccc(Nc3nc4ccccc4n4nnnc34)cc2)cc1OC	3.8%	-15.4%	5.7%	15.7%	9.1%	-0.9%	-10.6%	-5.5	-2.3%[59 µM]
COC(=O)CSc1nc2sc(C)c(C)c2c(=O)n1C	-8.5%	i	3.7%	3.0%	8.3%	-11.1%	-17.3%	-4.3	-9.6%
O=C(Nc1ccc(F)cc1F)Nc1ccc(F)cc1F	-19.8%	-6.1%	10.5%	-1.2%	22.0%	-0.6%	-2.7%	-2.2	15.6%
COc1ccc(Br)cc1C(=O)Nc1ccc(N2CCN(S(C)(=O)=O)CC2)cc1	2.6%	-9.4%	-1.7%	15.8%	9.0%	36.0%[activator]	1.9%	-5.9	5.2%[12.7 µM]
CS(=O)(=O)c1ccc(C(=O)OCC(=O)N(CCc2ccccc2)Cc2ccccc2)cc1	3.5%	-3.5%	-5.4%	3.8%	14.3%	4.3%	0.0%	-1.3	-3.8%[0.501 µM]
O=C(NCc1nc2ccccc2[nH]1)C1=C[C@@H](C2CC2)C[C@@H](OCc2ccc(CO)cc2)O1	-7.2%	1.7%	-6.0%	-1.0%	18.1%	15.8%	-20.8%	-2.9	3.8%[59 µM]
O=C(Nc1cccc(-c2csc(Nc3ccccc3)n2)c1)c1cc([N+](=O)[O-])cc(C(F)(F)F)c1	-11.6%	-10.2%	14.5%	-1.5%	15.7%	-2.1%	-35.2%	-4.6	50.1µM*
CN(C)C(=O)c1ccc(NC(=O)COC(=O)/C=C/c2cccs2)cc1	6.3%	-4.5%	-6.9%	-5.1%	10.9%	8.0%	-6.2%	-5.2	-16.5%
Cc1ccc(S(=O)(=O)N(C)c2ccc(OCC(=O)O)cc2)cc1	-19.9%	i	-5.1%	-3.2%	19.8%	0.4%	-13.2%	-5.0	u

Taken from above:
Cc1ccc(S(=O)(=O)N(C)c2ccc(OCC(=O)O)cc2)cc1 – Pin1 inh = -3.2%
COc1ccc(Br)cc1C(=O)Nc1ccc(N2CCN(S(C)(=O)=O)CC2)cc1 – PI4K2A block = -5.9

From PubChem BioAssay
